High-throughput results deposited in PubChem BioAssay by National Center for Advancing Translational Sciences (NCATS).
TDP1 cell noCPT – qHTS for Inhibitors of human tyrosyl-DNA phosphodiesterase 1 (TDP1): qHTS in cells in absence of CPT | Potency, µM (series often up to 46.2 µM), for inactives: top-dose activity change, negative = growth inhibition, usual class: inhibitors | 420,000 tested, 15% active | DT40 Tdp1-/- hTDP1 cells, no CPT, ATP luminescence, 48 h | AID 686978, 2013; further: nearly all actives have a fitted effect of over 55% in size
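Luminescent ATP content (CellTiter-Glo) served as the growth readout. Knockout chicken DT40 cells expressing human TDP1 were exposed to compounds without camptothecin for a minimum 48 hr at 37 °C.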
TDP1 cell CPT – DT40-hTDP1 cell growth loss with CPT; Potency, µM (highest dose often 46.2 µM), for inactives: at the highest dose activity change, negative = growth inhibition, usual class: inhibitors; 420,000 tested, 12% active; AID 686979; chicken DT40 Tdp1-/-;hTDP1 cells + 20 nM CPT, ATP luminescence, 48 h; further: nearly all actives have a fitted effect of over 55% in size
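Chicken DT40 Tdp1-/- cells stably complemented with human TDP1 were seeded at 400 cells/well in medium containing 20 nM camptothecin, exposed to pin-transferred compounds, and grown at 37 °C for at least 48 hr. Viability was read as ATP luminescence.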
GCN5L2 inh – blocks human GCN5L2 histone acetyltransferase | Q92830 | GCN5L2 HAT assay, ThioGlo1 CoA-SH fluorescence | Potency, µM (top dose mostly 58.9 µM), without a hit: at the top dose activity change, negative = inhibition, actives largely listed as inhibitors | 390,000 tested, 0.21% active | AID 504327
Target sequence (Q92830 whole entry, looked up): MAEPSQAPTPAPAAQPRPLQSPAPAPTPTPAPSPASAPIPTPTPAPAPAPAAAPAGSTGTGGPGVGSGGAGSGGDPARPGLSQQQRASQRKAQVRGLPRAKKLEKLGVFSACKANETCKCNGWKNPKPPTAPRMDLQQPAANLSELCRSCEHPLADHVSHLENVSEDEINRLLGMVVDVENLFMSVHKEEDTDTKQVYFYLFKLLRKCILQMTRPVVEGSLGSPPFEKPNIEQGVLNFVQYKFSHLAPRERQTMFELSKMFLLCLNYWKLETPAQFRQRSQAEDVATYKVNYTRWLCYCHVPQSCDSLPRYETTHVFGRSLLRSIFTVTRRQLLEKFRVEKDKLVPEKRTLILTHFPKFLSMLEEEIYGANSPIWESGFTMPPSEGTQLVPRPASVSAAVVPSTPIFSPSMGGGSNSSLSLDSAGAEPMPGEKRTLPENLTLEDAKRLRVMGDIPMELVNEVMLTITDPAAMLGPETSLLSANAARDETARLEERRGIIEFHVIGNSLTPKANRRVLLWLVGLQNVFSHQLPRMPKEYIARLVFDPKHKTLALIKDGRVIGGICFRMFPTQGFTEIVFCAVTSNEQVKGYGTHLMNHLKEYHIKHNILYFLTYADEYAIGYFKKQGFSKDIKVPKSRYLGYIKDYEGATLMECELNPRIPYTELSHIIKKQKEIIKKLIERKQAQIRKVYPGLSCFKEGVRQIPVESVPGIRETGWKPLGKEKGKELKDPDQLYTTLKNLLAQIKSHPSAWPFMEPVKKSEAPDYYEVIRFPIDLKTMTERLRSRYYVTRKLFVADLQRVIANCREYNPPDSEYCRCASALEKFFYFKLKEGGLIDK
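Fluorescence readout, Ex340nm/Em540nm: ThioGlo1 (50uM final) reacts with free CoA thiol released as 20nM GCN5L2 acetylates H3(1-25) peptide (75uM) using acetyl-CoA (70uM). Compound and enzyme sat 15 min beforehand; 20 min room-temperature reaction.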
Active calls of the source: *; ? = inconclusive; nt = no result given; & = joins results of further samples; [ ] = remark or other dose. The call rests on the fitted dose curve; in most records, active means well fitted curve in the direction sought with a large enough effect; inconclusive means small, poorly fitted or top-dose-only effect, or another doubt; inactive means no such curve, though single readings can be large; an effect the other way counts as inactive or inconclusive. On the % scale 0 is the no-effect control and ±100 the full control effect; potency means the concentration at half of the fitted maximal effect.

SMILES	TDP1 cell noCPT	TDP1 cell CPT	GCN5L2 inh
CCc1nc2ccc(C(=O)Nc3cccc(NS(C)(=O)=O)c3)cn2c1N(C)C(=O)c1cccc(OC)c1	2%	-10%	nt
Cc1cc(NC(=O)C2CC2)ncc1NC(=O)C12CC3CC(CC(C3)C1)C2	-3%	5%	-2%
c1cncc(-c2nc3ccccc3[nH]2)c1	-29%	1%	?
Cc1ccc(S(=O)(=O)N2CCC3(CC2)OCCN3S(=O)(=O)c2c(C)cc(C)cc2C)cc1	16µM*	26µM*	-3%
CN(C)c1ccc(CN(C(=O)c2ccccc2Br)C2CCS(=O)(=O)C2)cc1 (stereo not given)	-4%	-25%	-5%
C=CCNC(=O)c1c(CSc2ccccc2)noc1C(=O)NCc1ccccc1	?	-18%	-15%
O=C(NC1CCCCC1)[C@@H]1CC=C[C@@H]2CCN(Cc3ccc(Cl)c(Cl)c3)C(=O)[C@@H]21	?	?	nt
COc1cc2c3c(c1OC)-c1cc4c(cc1CC3(C#N)N(C(=O)c1ccccc1)CC2)OCO4 (stereo not given)	?	?	nt
O=C(C[n+]1cc(Br)cc2ccccc21)c1ccc(F)cc1	?	14µM*	-6%
COc1ccc(CNS(=O)(=O)c2cc3c4c(c2)CCN4C(=O)CC3)cc1	?	?	-4%&21%
CC(C)(C)C(=O)Nc1ncccc1C(O)c1cccc(C(F)(F)F)c1 (stereo not given)	-20%	9%	-21%
CN(C)c1ccc(-c2noc(C3CC(=O)N(c4ccc5c(c4)OCCO5)C3)n2)cc1 (stereo not given)	2.9µM*	4.6µM*	23%
C=Cn1cc(CNC[C@H]2O[C@@H](n3ccc(N)nc3=O)[C@H](O)[C@@H]2O)c(C)n1	20%	1%	nt
C=CCOC(=O)C1=C(C)NC(=O)NC1c1ccc(OCC)cc1 (stereo not given)	-27%	-14%	-3%
O=C(c1ccc(Cl)cc1)N1C2C=CC(C2)C1(C(F)(F)F)C(F)(F)F (stereo not given)	?	-14%	2%
CCOC(=O)C1CCCN(C(=O)c2ccc3c(c2)NC(=O)C(N2CCOCC2)S3)C1 (stereo not given)	?	?	-9%
COc1ccc(Cl)cc1C(=O)NNC(=S)NC(=O)/C=C/c1ccco1	23µM*	?	?
Cc1ccc2nc(-c3ccccc3)nn2c1	?	6%	nt
COc1ccccc1C1=NC(c2ccc(C)cc2)N=C1C (stereo not given)	?	-19%	-3%
COc1ccc(C(C)=O)cc1COC(=O)c1cccnc1SC	-13%	0%	-3%
CCCCCCOC(=O)CCc1c(C)nc(N)[nH]c1=O	-22%	-4%	-3%
CCOC(=O)CNC(=O)CSc1nc2cccnc2n1Cc1ccccc1	-10%	-9%	-8%
Cc1cc(C)c(S(=O)(=O)NCCc2sc3nc(-c4ccc(F)cc4)nn3c2C)c(C)c1	21µM*	?	-10%
C=CCOn1c(C)c(C(C)=O)c2c3no[n+]([O-])c3ccc21	-25%	-21%	-4%
CC(=O)c1cc(CN2CCC(n3nccc3NC(=O)c3ccccc3C)CC2)cs1	-26%	-17%	3%
COc1ccccc1CNC(=O)COc1ccc(C)cc1	-11%	5%	-11%
CCOc1ccc(C(=O)NCC(=O)NCCCn2nc(C)cc2C)cc1OCC	1%	-5%	-30%
O=C(NCc1ccco1)/C(=C/c1ccco1)NC(=O)c1ccc(Br)o1	-6%	2%	36%[activator]
Cc1ccc(C(C(=O)NC2CCCC2)N(Cc2cccnc2)C(=O)c2snc(C(N)=O)c2N)o1 (stereo not given)	-12%	0%	-9%
Cc1ccc(NC(=O)N(Cc2cccnc2)Cc2ccco2)cc1C	-8%	-21%	-15%
COC(=O)CSc1nnc(-c2ccc(S(=O)(=O)N3CCC(C)CC3)cc2)o1	0%	0%	-5%
CCOc1ccccc1NC(=S)NC(=O)CCCOc1ccc(Cl)cc1Cl	?	-21%	0%
N[C@@H](CCCP(=O)(O)O)C(=O)O	2%	17%	-5%
CCN(C)C1CN(Cc2cn(Cc3ccc(OC)cc3)nn2)S(=O)(=O)C1 (stereo not given)	-9%	-2%	nt
COc1ccc(CC(=O)NNC(=O)c2ccncc2)cc1	-23%	-7%	-9%
CC(C)C[C@@H](C(=O)N[C@@H](C(=O)O)c1ccccc1)N1C(=O)N2CCc3c([nH]c4ccccc34)[C@@]2(C)C1=O	-14%	2%	-9%
Cn1c(-c2ccc(Cl)cc2)ccc(C#N)c1=O	-5%	-25%	-1%
Cc1cc(Br)ccc1NC(=O)CNC(=O)Cn1ncc(Cl)c(Cl)c1=O	3.7µM*	4.1µM*	-14%
CN(c1ccc(OCC(=O)OCC(=O)NC2CCCC2)cc1)S(=O)(=O)c1ccc2ccccc2c1	-11%	-21%	-11%
Cc1cn(C)c(CC(=O)NCc2ccc(F)cc2)c1C(=O)O	-2%	4%	2%

Of the compounds above, these contain bromine.
SMILES	TDP1 cell noCPT	TDP1 cell CPT	GCN5L2 inh
CN(C)c1ccc(CN(C(=O)c2ccccc2Br)C2CCS(=O)(=O)C2)cc1 (stereo not given)	-4%	-25%	-5%
O=C(C[n+]1cc(Br)cc2ccccc21)c1ccc(F)cc1	?	14µM*	-6%
O=C(NCc1ccco1)/C(=C/c1ccco1)NC(=O)c1ccc(Br)o1	-6%	2%	36%[activator]
Cc1cc(Br)ccc1NC(=O)CNC(=O)Cn1ncc(Cl)c(Cl)c1=O	3.7µM*	4.1µM*	-14%

The results go on.
SMILES	TDP1 cell noCPT	TDP1 cell CPT	GCN5L2 inh
CC(C)CNC(=O)COC(=O)c1cc(Cl)cc(Cl)c1N	-6%	4%	-10%
O=C(O)CCCNC(=O)CC1S/C(=N/N=C/c2ccccc2O)NC1=O (stereo not given)	0%	1%	-11%
Cn1cccc1-c1nc2ccc(NC(=O)c3cccs3)cc2[nH]1	16µM*	?	-5%
O=C(N/N=C/c1cccc([N+](=O)[O-])c1)c1ccc(COc2ccccc2-c2ccccc2)cc1	23µM*	21µM*	-7%
Clc1ccccc1CN1CCN(c2ncccn2)CC1	-23%	-17%	-8%
O=C(CSc1ccc(Cl)cc1)N1CCN(c2ncc(C(F)(F)F)cc2Cl)CC1	?	?	-17%
CSc1nsc(SCC(=O)Nc2ccccc2C(N)=O)n1	-18%	3%	-5%
CC(=O)NCC(=O)N(c1c(C)n(C)n(-c2ccccc2)c1=O)C1(C(=O)NC2CCCC2)CCCCC1	-4%	-30%	1%
OC(CNCCc1ccc(C(F)(F)F)cc1)COc1cccc2ccccc12 (stereo not given)	?	?	-9%
CCN(CC)CCCNC(=O)c1cc(-c2ccc3c(c2)OCO3)on1	-10%	0%	-1%
CCOC(=O)C1(Cc2ccccc2)CCN(Cc2ccon2)CC1	-23%	-26%	-3%
Cc1nn(C(=O)c2cccc(F)c2)c(C)c1S(=O)(=O)N1CCCCCC1	6%	-5%	-6%
CC1CCCN(c2nc3c(c(=O)n(C)c(=O)n3C)n2CCSc2nc3ccccc3s2)C1 (stereo not given)	18µM*	16µM*	-15%
CCOc1ccccc1Nc1nc2ccccc2n1C(C)C	?	?	-10%
O=C(CSc1nnc2ccccn12)NNC(=O)c1cccc(Cl)c1	-7%	0%	1%
Cc1ccc(COc2cccc(/C=N/NC(=O)c3nnn(-c4nonc4N)c3C)c2)cc1	?	?	2%
Nc1nc(=O)n(C2CCC(CO)O2)cc1F (stereo not given)	?	?	nt
COc1cccc(C(=O)Nc2nnc(S(=O)(=O)N(C)c3ccccc3)s2)c1	-6%	-3%	-10%
CCCOc1cccc(C2C(C(=O)c3ccco3)=C(O)C(=O)N2c2nnc(C)s2)c1 (stereo not given)	2%	-11%	-4%
C#CCOC(=O)CCCN1C(=O)c2cccc3cccc(c23)C1=O	7%	9%	nt
CCOC(=O)CSc1nnc(CSc2nc3sc4c(c3c(=O)[nH]2)CCC4)n1-c1ccccc1	-9%	-1%	-5%
CC(Sc1ccc(S(=O)(=O)N2CCN(C)CC2)cn1)C(=O)Nc1cccc(Cl)c1Cl (stereo not given)	?	?	nt
CCCOc1ccc(CNC(=O)c2oc3ccc4c(c3c2C)C(=O)CC(C)(CC)O4)cc1 (stereo not given)	16µM*	16µM*	-6%
CCOC(=O)c1cnc(SCC(=O)c2ccc(Cl)cc2)nc1N	?	-13%	0%
CCOC(=O)c1nc(C)sc1-c1ccnn1S(=O)(=O)c1ccc(C)cc1	?	-11%	-4%
Cc1ccc(NS(=O)(=O)c2cc(OCC(N)=O)c(C)cc2Cl)cc1	?	-25%	0%
CC[N+]1(C)[C@@H]2CC[C@H]1CC(OC(=O)[C@H]1CCC(C(=O)OC3C[C@H]4CC[C@@H](C3)[N+]4(C)CC)(c3ccccc3)c3ccccc31)C2 (stereo not given in full)	-3%	-10%	-4%
CCc1ccc2[nH]c(=O)c(CN(Cc3ccco3)S(=O)(=O)c3ccc4c(c3)OCCO4)cc2c1	?	?	-2%
Cc1cccc(N(CC(=O)NCc2ccc3c(c2)OCO3)C(=O)CCC(=O)Nc2ccccn2)c1C	?	?	-11%
COc1ccc(OC)c(CNC(=O)COc2cc(=O)n(C)c3ccccc23)c1	-18%	-7%	nt

3 of the compounds above, as labelled records:
molecule: CCCOc1ccc(CNC(=O)c2oc3ccc4c(c3c2C)C(=O)CC(C)(CC)O4)cc1 (stereo not given)
  TDP1 cell noCPT: 16µM*
  TDP1 cell CPT: 16µM*
  GCN5L2 inh: -6%
molecule: CCOC(=O)c1cnc(SCC(=O)c2ccc(Cl)cc2)nc1N
  TDP1 cell noCPT: ?
  TDP1 cell CPT: -13%
  GCN5L2 inh: 0%
molecule: CCOC(=O)c1nc(C)sc1-c1ccnn1S(=O)(=O)c1ccc(C)cc1
  TDP1 cell noCPT: ?
  TDP1 cell CPT: -11%
  GCN5L2 inh: -4%

The results go on.
SMILES	TDP1 cell noCPT	TDP1 cell CPT	GCN5L2 inh
COc1cc2nc(N3CCCN(C)CC3)nc(OC3CCN(C)CC3)c2cc1OC	14µM*	?	nt
CCOc1ccc(NC(=O)CC2C(=O)N(c3ccc(C)cc3)C(=O)N2Cc2ccc(OC)cc2)cc1 (stereo not given)	23µM*	?	0%
O=C(NCCc1ccc(Cl)cc1)C1CCN(S(=O)(=O)c2cccc3nonc23)CC1	-7%	-5%	-10%
Cc1ccc(C(=O)NC(=S)NNC(=O)c2ccccc2)cc1	?	?	-19%
CC(C)c1ccc(S(=O)(=O)N2CCN(C(=O)c3cc([N+](=O)[O-])ccc3N3CCOCC3)CC2)cc1	-17%	?	-15%
O=C(NCCCCCNC(=O)c1ccco1)c1ccco1	-11%	-1%	-1%
Cc1ccc(S(=O)(=O)N(C)C)cc1NC(=O)COC(=O)Cc1ccc(Br)cc1	-29%	?	-3%
O=C(Nc1ccc2ncccc2c1)Nc1ccc2ncccc2c1	8.2µM*	21µM*	-2%
CCOc1ccc(C(=O)NCC(=O)OCc2cc([N+](=O)[O-])cc3c2OCOC3)cc1OCC	9%	-11%	-3%
Cc1nn(-c2ccccc2)c(N2CCCC2)c1/C=N/O	?	?	4%
O=C(c1cc(COc2ccc(F)cc2F)on1)N1CCCC(c2ccccc2)C1 (stereo not given)	?	-18%	-5%
CCN(CC)C(=O)c1ccc(-c2cccs2)s1	?	2%	2%
CCOC(=O)c1cc(C#N)c(Oc2ccccc2OC)nc1-c1ccccc1	23µM*	?	-3%
CCN(CC(=O)Nc1ccc(S(=O)(=O)N2CCCC2)cc1)Cc1ccccc1	?	16µM*	-2%
Cc1ccc(NC(=O)COC(=O)/C=C/c2cccs2)cc1	?	-16%	-2%
CC(C)(C)n1ncc2c(=O)n(CC(=O)N3CCCc4ccccc43)cnc21	?	?	-5%
CC1(C)Cc2ccccc2-c2nc(NCCCO)[nH]c(=O)c21	-4%	0%	-7%
c1cncc(C(c2nnnn2C2CCCCC2)N2CCN3CCCC3C2)c1 (stereo not given)	-2%	-12%	2%
O=S(=O)(NCCN1CCOCC1)c1ccc(F)c(Cl)c1	16µM*	18µM*	-27%
O=C(c1ccc2c(c1)OCO2)C1CCCN(Cc2cn[nH]c2-c2cccc(F)c2)C1 (stereo not given)	?	?	10%
CC1(C)CC(NC(=O)c2cccc(F)c2)CC(C)(C)N1	26%	25%	0%
CC1CCCN(c2ccc3nc4ccccc4c(=O)n3n2)C1 (stereo not given)	?	?	-5%
Cc1noc(C)c1COc1ccc(C(=O)NNC(=O)c2ccccc2O)cc1	16µM*	?	1%
N#CCCN(Cc1cccnc1)C(=S)NC1CC2C=CC1C2 (stereo not given)	-26%	-27%	-4%
O=C(CN(C(=O)Cn1nnc(-c2ccc(F)cc2)n1)C1CCCC1)NC1CCCC1	-14%	-25%	0%
